# Bioassay records deposited in PubChem BioAssay by National Center for Advancing Translational Sciences (NCATS).
# D2 ag: agonists of human D2 dopamine receptor; 340,000 tested, 0.53% active; HEK293 T-REx D2 cells, calcium flux agonist mode; AID 485358; P14416; activation, % at 2 µM;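 active means activation over 3 SD above normal in the single-dose calcium agonist read, cut at about 30% in these data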; further: 0% is about no effect
#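 Calcium-flux readout, 1 cycle/sec over 180 s following compound pin transfer, in inducible HEK293 Trex D2 cells (force-coupled); dopamine controls included. Positive calcium responses during this window marked compounds as potential agonists.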
# PI4K2A block: blocks human PI4K2A kinase activity. 420,000 tested, 0.13% active. purified PI4K2A, ADP-Glo luminescence, 1 h; active compounds read low. AID 1346378. activity change, negative = inhibition, % at 76.9 µM; in the data active means activity change below about -50%; inconclusive means mostly about -30% to -49%;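 further: -100% = wells without enzyme as full effect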
#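 ADP-Glo luminescence measured ADP generated by PI4K2A enzyme (4 ug/mL before mixing) with 1.2 mM PI substrate (pre-mix) and 300 microM ATP (pre-mix). Tris pH7.5 buffer with MgCl2, Triton X-100; 1 h reaction at ambient temperature.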
# TRHR ag: agonists of human TRH receptor; P34981; TRHR cells, calcium flux fluo-8, FDSS agonist mode; activation, % at 2 µM; 360,000 tested, 0.18% active; AID 493084; in the data active means activation above about 30%; further: 0% is about no effect
# Target sequence (P34981 whole entry, looked up): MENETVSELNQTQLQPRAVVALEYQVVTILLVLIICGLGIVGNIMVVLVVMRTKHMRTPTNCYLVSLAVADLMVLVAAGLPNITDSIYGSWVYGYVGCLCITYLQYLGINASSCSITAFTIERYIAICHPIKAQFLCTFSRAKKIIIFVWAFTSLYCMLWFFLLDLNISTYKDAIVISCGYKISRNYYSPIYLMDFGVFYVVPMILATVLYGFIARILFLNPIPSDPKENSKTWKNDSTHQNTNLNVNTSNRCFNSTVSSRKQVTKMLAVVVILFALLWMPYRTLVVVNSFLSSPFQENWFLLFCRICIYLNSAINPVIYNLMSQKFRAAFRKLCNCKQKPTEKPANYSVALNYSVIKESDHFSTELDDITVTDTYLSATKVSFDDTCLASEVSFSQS
#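 Steps: seed TRHR cells overnight; add fluo-8 no-wash Ca dye, RT 30 min–1.5 h; record 10 s baseline; pin-transfer compounds; monitor fluorescence 1 cycle/s for the agonist window. Calcium increases flag candidate agonists.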
# mIDH1 inhibitor: blocks human mutant IDH1 R132H enzyme. O75874. 390,000 tested, 0.093% active. AID 602179. Potency, µM (series often up to 76.6 µM), for the others: at the top dose activity change, negative = inhibition, actives largely listed as inhibitors. IDH1-R132H enzyme, NADPH consumption, diaphorase/resazurin fluorescence; further: potency means the concentration at half of the fitted maximal effect; on the % scale 0 is the no-effect control and ±100 the full control effect; nearly all actives have a fitted effect of over 65% in size
# Target sequence (O75874 whole entry R132H, stated change not applied): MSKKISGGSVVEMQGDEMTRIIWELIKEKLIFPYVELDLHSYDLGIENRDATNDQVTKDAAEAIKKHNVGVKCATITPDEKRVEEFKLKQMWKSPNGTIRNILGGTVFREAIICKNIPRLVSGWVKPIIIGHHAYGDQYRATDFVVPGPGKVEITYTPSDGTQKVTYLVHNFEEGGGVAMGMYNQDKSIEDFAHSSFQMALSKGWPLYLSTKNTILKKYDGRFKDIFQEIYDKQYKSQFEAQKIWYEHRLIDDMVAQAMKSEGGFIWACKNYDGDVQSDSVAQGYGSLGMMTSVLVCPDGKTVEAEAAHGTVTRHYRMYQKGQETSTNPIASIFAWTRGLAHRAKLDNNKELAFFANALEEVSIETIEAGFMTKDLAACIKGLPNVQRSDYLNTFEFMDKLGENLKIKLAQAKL
#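 IDH1-R132H (0.5 ug/mL dispensed) in pH 7.5 Tris buffer was preincubated 30 min with compound, then given a substrate mix of 0.016 mM NADPH and 2 mM alpha-KG for 80 min at room temperature; remaining NADPH was read by diaphorase/resazurin fluorescence.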
# TRHR enhancer: allosterically enhances the human TRH receptor; enhancement, % at 2 µM; P34981; 360,000 tested, 0.66% active; TRHR cells, fluo-8 calcium fluorescence, EC20 TRH enhancement; in the data active means enhancement above about 30%; further: 0% is about no effect
#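 Enhancer read-out: after compound pinning and an initial kinetic agonist-mode read, an EC20 of TRH (10 nM final) was injected and fluo-8 calcium signal (Ex 480/Em 530) followed at 1 s/cycle for 100 cycles in TRHR-expressing cells.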
# USP1 inh: inhibitors of human USP1/UAF1 deubiquitinase. recombinant USP1/UAF1, Ub-Rhodamine cleavage fluorescence. Potency, µM (highest dose often 57.1 µM), inactives show top-dose activity change, negative = inhibition, hits mostly inhibitors. 390,000 tested, 0.23% active. AID 743255; further: potency means the concentration at half of the fitted maximal effect; on the % scale 0 is the no-effect control and ±100 the full control effect; nearly all actives have a fitted effect of over 60% in size; inactives centre near -12
#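 1 nM enzyme complex + cpd, 15 min RT; start with Ub-Rho 150nM final; kinetic fluorescence ex 480/em 540, 6 reads q60 s. Buffer 50mM HEPES pH 7.8, 0.5mM EDTA, 0.1 mg/ml BSA, 1mM TCEP, 0.01% Tween-20.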
# D2 antag: antagonists of human D2 dopamine receptor | HEK293 TREx D2 cells, calcium flux, dopamine EC80 | inhibition, % at 10 µM | AID 485344 | 340,000 tested, 2% active | P14416; in the data active means inhibition above about 30%; further: 0% is about no effect
#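 Compounds are added to dye-loaded, induced HEK293 T-REx cells coupled to calcium release via D2; after a 3 min kinetic read an EC80 dopamine stimulus is given and fluorescence is recorded for 3 more min.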
# TrxR1 substrate: substrates of rat thioredoxin reductase 1; Potency, µM (series often up to 114 µM), without a hit: at the highest dose activity change, negative = substrate turnover; purified TrxR1 substrate turnover, NADPH consumption readout; O89049; 390,000 tested, 0.01% active; further: potency means the concentration at half of the fitted maximal effect; on the % scale 0 is the no-effect control and ±100 the full control effect; nearly all actives have a fitted effect of over 50% in size
#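 Rat TrxR1, dispensed at 90 nM, was prereduced with 400 uM NADPH (final) for 5 min at ~22 deg C, then incubated with compound 15 min before 400 uM selenite. A first-read NADPH fluorescence drop versus no-compound background flagged substrates.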
# rTrxR1 inhibitor: rat TrxR1 inhibition. O89049. recombinant rTrxR1, NADPH fluorescence consumption, selenite substrate. Potency, µM (highest dose often 114 µM), for the others: at the highest dose activity change, negative = inhibition, usual class: inhibitors. 390,000 tested, 1% active. AID 588453; further: potency means the concentration at half of the fitted maximal effect; on the % scale 0 is the no-effect control and ±100 the full control effect; nearly all actives have a fitted effect of over 65% in size
#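 Rat TrxR1 (90 nM in the dispensed reagent) was pre-reduced with 400 uM NADPH for 5 min at room temperature, then incubated with compound for 15 min. After 400 uM selenite was added, NADPH fluorescence (Ex 340/Em 450 nm) was followed for 8 min.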
# * marks the source's active call; other numbers are inactive results; ? = inconclusive; . = no result given; [ ] = another dose, or the depositor's remark. Unless noted, the call rests on the fitted dose curve; in most records, active means well fitted inhibition curve with a large enough effect; inconclusive means small, poorly fitted or top-dose-only effect; inactive means no such curve, though single readings can be large or run the other way.
entry	Structure	rTrxR1 inhibitor	TRHR ag	TrxR1 substrate	D2 ag	D2 antag	mIDH1 inhibitor	TRHR enhancer	USP1 inh	PI4K2A block
1	COc1ccc(NC(=S)NC(=O)c2ccc3c(c2)OCCO3)cc1	3.5µM*	.	-13%	.	.	9%	.	-5%	2
2	CSc1ncccc1C(=O)OCC(=O)N1CCN(S(=O)(=O)c2ccc(C)cc2C)CC1	-2%	0.2	-9%	1.2	1	7%	1	-14%	6
3	O=C(NCCCn1ccnc1)C(=O)NCC(c1cccnc1)N1CCN(c2ccccc2)CC1 (centres undefined)	4%[57.1 µM]	-0.2	5%[57.1 µM]	43*	3	-10%	-4	7%	4
4	COc1ccc(Nc2ccc(C(=O)O)cc2[N+](=O)[O-])cc1	5%	0.3	-1%	0.0	1	-8%	12	-4%	10
5	O=C(c1cc2ncc(CCCl)cn2n1)N1CCCCCC1	-19%	0.8	-17%	-1.0	-35	-3%	-5	-1%	-1
6	Cn1c(Nc2ccccc2)nc2ccccc21	28%	0.1	8%	-0.4	6	10%	-2	-12%	-4
7	COc1ccc(NC(=O)C(=O)NCC2CCCN2S(=O)(=O)c2ccc(C)cc2)cc1 (centres undefined)	7%[57.1 µM]	0.3	0%[57.1 µM]	-0.1	4	-8%	-6	-18%	2
8	COc1cccc(-c2csc(N3CCN(C(=S)Nc4ccccc4Cl)CC3)n2)c1	7%	-0.3	5%	0.0	12	-3%	2	-20%	2
9	O=C(CSc1ncnc2c1cnn2-c1ccc(F)cc1)NC1CCCC1	-13%	-0.6	-2%	1.3	-8	-1%	-3	3%	0
10	CN(c1ccc(C(=O)NCCc2ccccc2)cc1)S(C)(=O)=O	21%	0.5	5%	-0.1	-16	11%	-7	-4%	-6
11	CS(=O)(=O)c1ccc(NC(=O)CCN2C(=O)C3CCCCC3C2=O)cc1 (centres undefined)	27%	-0.2	10%	.	.	9%	-9	-7%	0
12	O=C(CN1C(=O)NC2NC(=O)NC21)NN=C1CCCC1 (centres undefined)	-4%[57.1 µM]	1.2	7%[57.1 µM]	1.1	1	0%	-2	3%	4
13	CC(C)(C)NC(=O)COc1ccc(CNCCc2ccccc2)cc1	7%	0.6	5%	0.9	-1	1%	-3	-13%	-4
14	COc1cc(/C=N/NC(=O)CCC(=O)Nc2ccc(C)cc2)ccc1O	7%[57.1 µM]	-2.0	2%[57.1 µM]	-0.8	-10	1%	2	-10%	-3
15	COc1ccc(S(=O)(=O)NCCc2sc(-c3cccnc3)nc2C)cc1OC	17%[57.1 µM]	0.3	-1%[57.1 µM]	-1.3	.	-10%	-1	-16%	2
16	COc1ccc(NC(=O)CN(C)C(=O)c2ccc3c(c2)NC(=O)CS3)cc1	10%	-0.4	6%	.	.	2%	5	-17%	6
17	COC(=O)/C=C(\C)N=Nc1c(O)[nH]c2ccccc12	17%	8.2	0%	8.8	-2	5%	-6	-3%	-1
18	Cc1ccc(-n2nc(C)c3c2OC(N)=C(C#N)C3c2ccco2)cc1 (centres undefined)	?	0.4	-5%	-0.5	-9	0%	-2	-17%	-20
19	CCOc1ccc(C(C)NC(=O)C2CCC2)cc1 (centres undefined)	-7%	0.2	-6%	0.1	-2	3%	-3	-9%	5
20	CCOc1ccc(OCC)c(NC(=O)CN(C)S(=O)(=O)c2ccc3[nH]c(=O)oc3c2)c1	17%[57.1 µM]	0.1	2%[57.1 µM]	0.2	.	7%	3	?	-11
21	CNC(=O)C1CCC(Cn2c(=O)c3sccc3n(Cc3ccc(F)cc3)c2=O)CC1 (centres undefined)	16%[57.1 µM]	0.1	8%[57.1 µM]	0.4	.	-1%	3	-18%	-2
22	COc1ccc(CNC(=O)CCc2c(C)c3cc4c(C)c(C)oc4cc3oc2=O)cc1	-15%	-2.2	-2%	-1.0	.	6%	-1	-21%	-6
23	COc1ccc(CNC(=O)CCCCCNc2nc(=S)[nH]c3ccccc23)cc1	9%[57.1 µM]	0.8	2%[57.1 µM]	.	.	3%	2	-14%	1
24	CS(=O)(=O)N(CC(=O)Nc1ccc2c(c1)OCO2)Cc1ccc(Cl)cc1	14%[57.1 µM]	-0.1	-10%	0.6	13	-1%	3	-5%	-3
25	COc1ccc(NC(=O)c2c(NC(=O)c3ccc(Br)cc3)sc3c2CCCC3)cc1	-10%	-1.2	9%	-0.6	.	0%	-3	-22%	-3
26	O=C(C(=O)N1CCCc2ccccc21)c1cn(CC(=O)N2CCOCC2)c2ccccc12	-1%	0.0	-4%	0.5	5	-2%	-17	-12%	-1
27	COc1ccc2c3n([n+]([O-])c2c1)CCN=C3c1ccc(Cl)cc1	12%	-0.1	3%	-0.6	-1	0%	2	-14%	2
28	CC(=O)N1CCC(N(CCN2CCOCC2)C(=S)Nc2ccccc2C)CC1	-21%	0.3	-11%	1.8	4	0%	3	-16%	0
29	COc1c(N)c2ccccc2[nH]c1=O	5%	-0.3	20%	-0.2	2	-1%	-5	-19%	-5
30	COc1cccc(OC)c1C(=O)N=c1sc2cc(S(C)(=O)=O)ccc2n1C	-2%[57.1 µM]	0.4	-2%[57.1 µM]	3.6	-20	-3%	21	-25%	5
31	COC(=O)c1[nH]c2cc(C)ccc2c1NC(=O)CN1CCCc2ccccc21	-5%	0.7	-2%	0.2	4	7%	-7	-23%	-8
32	O=C(O)c1ccc(N/N=C/c2cc3ccccc3nc2Cl)cc1	-12%	2.3	-9%	0.3	1	-3%	-6	?	1
33	COc1cc(NC(=O)COc2ccc(-n3ccnc3)cc2)cc(OC)c1	15%[57.1 µM]	-1.1	-1%[57.1 µM]	0.5	0	-8%	-7	?	1
34	CC(C)NC(=O)CCC(=O)N1Cc2ccccc2Oc2ncccc21	52%[activator]	-1.4	16%	.	.	-3%	-4	-10%	-5
35	Cc1c(NC(=O)COC(=O)c2cc(-c3cccc4ccccc34)nc3ccccc23)c(=O)n(-c2ccccc2)n1C	9%	0.1	2%	0.5	2	1%	3	-8%	-3
36	c1ccc(-c2oc3ncnc(N4CCOCC4)c3c2-c2ccccc2)cc1	.	0.1	.	-0.8	-10	.	2	.	.
37	c1ccc(CCc2nn3c(Cn4cnc5ccccc54)nnc3s2)cc1	-7%	0.5	9%	0.1	-22	5%	16	-15%	3
38	O=C(NNC(=O)c1ccc(Br)s1)c1cccc(Cl)c1	20%	0.2	-2%	0.3	8	-2%	5	-14%	1
39	O=C(Nc1ccc2c(c1)OCO2)c1cc2ncc(Br)cn2n1	0%[57.1 µM]	0.1	5%[57.1 µM]	.	.	2%	3	-19%	?
40	COc1ccc(CCNC(=O)CSCc2nc(-c3cccc(C)c3)oc2C)cc1OC	20%	0.0	4%	-1.4	.	2%	3	-24%	0

# Three entries from above, sorted by molar mass, lowest first:
entry	Structure	rTrxR1 inhibitor	TRHR ag	TrxR1 substrate	D2 ag	D2 antag	mIDH1 inhibitor	TRHR enhancer	USP1 inh	PI4K2A block
38	O=C(NNC(=O)c1ccc(Br)s1)c1cccc(Cl)c1	20%	0.2	-2%	0.3	8	-2%	5	-14%	1
22	COc1ccc(CNC(=O)CCc2c(C)c3cc4c(C)c(C)oc4cc3oc2=O)cc1	-15%	-2.2	-2%	-1.0	.	6%	-1	-21%	-6
35	Cc1c(NC(=O)COC(=O)c2cc(-c3cccc4ccccc34)nc3ccccc23)c(=O)n(-c2ccccc2)n1C	9%	0.1	2%	0.5	2	1%	3	-8%	-3

# (more compounds)
entry	Structure	rTrxR1 inhibitor	TRHR ag	TrxR1 substrate	D2 ag	D2 antag	mIDH1 inhibitor	TRHR enhancer	USP1 inh	PI4K2A block
41	COc1ccc(C(=O)N2CCc3[nH]nc(-c4ccccc4)c3C2)cc1	16%	0.0	8%	.	.	2%	-4	-13%	-1
42	CCNC(=O)c1cccc(S(=O)(=O)N2CCCCCC2)c1	14%[11.4 µM]	0.7	-1%[11.4 µM]	2.4	2	3%	0	-3%	0
43	CCCOc1ccc(C2=CSC3=NCCN23)cc1Cl	-25%	1.0	-13%	-0.1	-15	-25%	-6	2%	1
44	Cc1nc2c(c(=O)n1Cc1ccccc1Cl)c1nc3ccccc3nc1n2Cc1ccco1	.	-0.1	.	0.9	-31	.	1	.	.

# Among those listed so far, 8 have a Cl atom:
entry	Structure	rTrxR1 inhibitor	TRHR ag	TrxR1 substrate	D2 ag	D2 antag	mIDH1 inhibitor	TRHR enhancer	USP1 inh	PI4K2A block
5	O=C(c1cc2ncc(CCCl)cn2n1)N1CCCCCC1	-19%	0.8	-17%	-1.0	-35	-3%	-5	-1%	-1
8	COc1cccc(-c2csc(N3CCN(C(=S)Nc4ccccc4Cl)CC3)n2)c1	7%	-0.3	5%	0.0	12	-3%	2	-20%	2
24	CS(=O)(=O)N(CC(=O)Nc1ccc2c(c1)OCO2)Cc1ccc(Cl)cc1	14%[57.1 µM]	-0.1	-10%	0.6	13	-1%	3	-5%	-3
27	COc1ccc2c3n([n+]([O-])c2c1)CCN=C3c1ccc(Cl)cc1	12%	-0.1	3%	-0.6	-1	0%	2	-14%	2
32	O=C(O)c1ccc(N/N=C/c2cc3ccccc3nc2Cl)cc1	-12%	2.3	-9%	0.3	1	-3%	-6	?	1
38	O=C(NNC(=O)c1ccc(Br)s1)c1cccc(Cl)c1	20%	0.2	-2%	0.3	8	-2%	5	-14%	1
43	CCCOc1ccc(C2=CSC3=NCCN23)cc1Cl	-25%	1.0	-13%	-0.1	-15	-25%	-6	2%	1
44	Cc1nc2c(c(=O)n1Cc1ccccc1Cl)c1nc3ccccc3nc1n2Cc1ccco1	.	-0.1	.	0.9	-31	.	1	.	.

# Rows are unselected, and some 3.9% of all compounds hit somewhere here.
